Assay outcomes as filed in PubChem BioAssay.
PMI act hi M6P: activators of human phosphomannose isomerase at near-saturating mannose 6-phosphate. P34949. coupled PMI enzyme assay, resazurin fluorescence, 20 min; active compounds read high; 1 = untreated enzyme, 0 = substrate-free blank. activation factor at 20 µM. 190,000 tested, 0.34% active. AID 1216;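 active means activation factor of 2 or more at 20 µM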
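Test system: human PMI in coupled enzyme assay; Input: PMI at 15 ng/mL final; Medium: HEPES buffer, pH 7.4; Schedule: 20 min incubation at room temperature; Technique: resorufin fluorescence at Ex 544/Em 590 nm; Compound: 20 µM single dose; Probe or stimulus: Near-saturating mannose-6-phosphate, 1.0 mM.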
RAM inhibit: yeast RAM network inhibition; 190,000 tested, 1.8% active; AID 868; inhibition, % at 50 µM; S. cerevisiae dse1pr::URA3 reporter, 5-FOA growth OD615, 2 d; analog-sensitive cbk1-as2 kinase mutant strain;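 active means inhibition above a set limit, 3 SD over mean compound inhibition, cut at about 8.4% in these data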;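 further: 0% = DMSO-only wells with no growth and 100% = 10 µM 1-NA-PP1 full growth; inhibition rescues growth on 5-FOA so higher OD means more RAM inhibition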
PMI act: increases human mannose-6-phosphate isomerase activity. purified human PMI, coupled resazurin fluorescence, 20 min; active compounds read high; 1 = vehicle control, 0 substrate-free wells. activation factor at 20 µM. 190,000 tested, 0.005% active;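 active means activation factor of 2 or more at 20 µM, relative to plate controls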
L major viab: inhibitors of Leishmania major promastigote growth | 200,000 tested, 9% active | AID 1063 | inhibition, % at 10 µM | Leishmania major promastigotes, resazurin fluorescence viability;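 further: promastigotes grown with compound for 44 hours at 28 °C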
S1P3 antag: blocks the human S1P3 receptor | Q99500 | inhibition, % at 4.98 µM | AID 485 | 170,000 tested, 0.27% active | CHO S1P3 NFAT-BLA reporter, FRET fluorescence, antagonist mode;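 active means inhibition above the plate cutoff, the mean inhibition of test wells on that plate plus 3 SD, cut at about 28% in these data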;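 further: cells challenged with S1P at its EC80 of 0.8 µM; blue over green emission ratio from cleaved BLA substrate after 4 h stimulation; 0% = S1P-stimulated wells and 100% = unstimulated DMSO-only wells; some compounds past the cut are filed as inactive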
DTT redox prof: compounds producing H2O2 with reducing agent – biochemical, NIH compound library profiling, artefact control for MLSCN library redox annotation, primary screen | DTT-dependent redox cycling H2O2, phenol red/HRP absorbance; 100% = 100 µM peroxide control, 0% = buffer | activation, % at 10 µM | 200,000 tested, 0.03% active | AID 878;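 active means activation of at least 50% relative to the plate's high and low controls in the primary single-dose screen; inactive means activation below 50%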;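 further: compound incubated with DTT at 0.8 mM final as the reducing agent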
Hsp70 activator: Hsp70 transcriptional activation, primary screen; HeLa Hsp70 promoter luciferase reporter, luminescence; scaled: vehicle 0, proteasome-inhibitor control 100%; activation, % at 10 µM; 200,000 tested, 0.04% active;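 active means activation above the mean across all tested compounds plus 3 SD, cutoff set per campaign, cut at about 5.5% in these data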;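 further: 100% = MG132 at 30 µM as the positive control and 0% = DMSO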
Diaph act CS: diaphorase activation or chemical reduction counter-screen; activation factor at 20 µM; AID 1229; 190,000 tested, 0.005% active; Diaphorase/resazurin coupled assay, resorufin fluorescence, 16 min; active compounds read high; 1 = vehicle wells, 0 = NADH-free wells;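 active means diaphorase activity raised at least twofold by the compound at 20 µM; inactive means activation factor below 2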
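Material: Purified diaphorase enzyme from Clostridium kluyveri | Buffer or medium: 50 mM HEPES pH 7.4 with 4.542 mM MgCl2, 0.005% Tween 20 | Times: 16 min enzyme reaction, ambient temperature | Signal: Red resorufin fluorescence at 544/590 nm excitation/emission | Measure: Increased resorufin signal from activators or reducing compounds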
G6PDH CS: L. mesenteroides G6PDH inhibition counter-screen; AID 1020; Purified L. mesenteroides G6PDH, diaphorase/resazurin coupled fluorescence, 45 min; inhibition, % at 5 µM; 200,000 tested, 0.12% active
Diaph inh CS: inhibits diaphorase or chemically oxidizes, flagging diaphorase assay artifacts; diaphorase resazurin-to-resorufin fluorescence, NADH, 16 min; bacterial (C. kluyveri) enzyme, not human; inhibition, % at 20 µM; 190,000 tested, 0.69% active; AID 1217;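 active means primary screen inhibition at 20 µM above a set limit, cut at about 50% in these data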;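 further: plate controls were DMSO with full reaction for no effect and wells lacking NADH for full effect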
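Test system: Clostridium kluyveri diaphorase enzyme / Quantity: diaphorase at 0.14 U/mL in enzyme working solution / Incubation: 16-min room-temperature incubation before reading / Benchmarks: NADH-free wells as positive control, DMSO-only neutral wells / Signal: resorufin fluorescence 544/590 nm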
TLR4 MyD88 comp: blocks binding of human TLR4 to MyD88 | O00206+Q99836 | HeLa CL3-4 TLR4/MyD88 BLA complementation, FRET ratio | inhibition, % at 8.4 µM | 200,000 tested, 0.18% active; in the data active means inhibition above about 25%;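 further: 0% = vehicle and 100% = reference inhibitor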
Target sequence (O00206 whole entry, looked up): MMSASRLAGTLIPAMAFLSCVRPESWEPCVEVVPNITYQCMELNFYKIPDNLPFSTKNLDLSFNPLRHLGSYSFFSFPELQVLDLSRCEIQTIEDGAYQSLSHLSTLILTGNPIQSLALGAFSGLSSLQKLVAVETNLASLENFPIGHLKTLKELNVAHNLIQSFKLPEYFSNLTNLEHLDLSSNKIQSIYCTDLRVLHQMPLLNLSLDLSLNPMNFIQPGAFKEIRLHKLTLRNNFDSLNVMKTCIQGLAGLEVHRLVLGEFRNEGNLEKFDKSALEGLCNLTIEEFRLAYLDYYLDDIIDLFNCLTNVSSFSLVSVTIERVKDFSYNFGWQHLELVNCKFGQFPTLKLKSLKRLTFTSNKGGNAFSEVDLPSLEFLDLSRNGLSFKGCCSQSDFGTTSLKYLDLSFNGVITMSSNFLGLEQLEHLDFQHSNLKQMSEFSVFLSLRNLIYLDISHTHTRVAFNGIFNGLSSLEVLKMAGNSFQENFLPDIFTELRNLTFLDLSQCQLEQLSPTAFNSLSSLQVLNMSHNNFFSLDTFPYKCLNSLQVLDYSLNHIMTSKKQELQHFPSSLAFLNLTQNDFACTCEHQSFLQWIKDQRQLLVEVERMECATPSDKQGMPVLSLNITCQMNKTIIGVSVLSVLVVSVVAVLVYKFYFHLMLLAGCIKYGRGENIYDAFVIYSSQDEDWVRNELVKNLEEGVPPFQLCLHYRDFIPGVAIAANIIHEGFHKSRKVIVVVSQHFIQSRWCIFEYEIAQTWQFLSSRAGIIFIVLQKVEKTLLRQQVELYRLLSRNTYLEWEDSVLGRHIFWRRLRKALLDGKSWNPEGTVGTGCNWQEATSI
Target sequence (Q99836 whole entry, looked up): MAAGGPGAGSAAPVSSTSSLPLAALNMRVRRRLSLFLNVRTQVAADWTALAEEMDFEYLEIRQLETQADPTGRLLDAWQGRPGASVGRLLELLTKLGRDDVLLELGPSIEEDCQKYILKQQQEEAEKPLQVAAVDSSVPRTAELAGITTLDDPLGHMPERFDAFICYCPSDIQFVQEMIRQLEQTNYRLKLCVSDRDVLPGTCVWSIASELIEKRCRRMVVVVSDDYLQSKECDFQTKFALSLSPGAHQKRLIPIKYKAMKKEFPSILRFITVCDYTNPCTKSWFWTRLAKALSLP
* marks the source's active call; other numbers are inactive results. Unless noted, no stated cut-off is given here; in the data, active means inhibition above about 50%; inactive means the rest. Compounds as they come (roughly 12% active in at least one column).

How did COc1ccc(/C(N)=N/OC(=O)CCCc2ccccc2)cc1 do in these assays?
PMI act hi M6P: 0.9; RAM inhibit: -0.4; PMI act: 1; L major viab: -7; S1P3 antag: -2; DTT redox prof: 0.0; Hsp70 activator: -0.1; Diaph act CS: 0.9; G6PDH CS: 2; Diaph inh CS: 14; TLR4 MyD88 comp: 7

Results for NC(=O)C1=C[C@H](c2ccc(C(F)(F)F)cc2)C[C@H](OCc2ccc(CO)cc2)O1 ?
PMI act hi M6P: 0.6; RAM inhibit: -0.2; PMI act: 0.9; L major viab: -4; S1P3 antag: 0; DTT redox prof: 0.6; Hsp70 activator: -0.1; Diaph act CS: 0.8; G6PDH CS: 10; Diaph inh CS: 22; TLR4 MyD88 comp: -11

How did COc1ccc(NC(=O)CCC(=O)Nc2nnc(C(F)(F)F)s2)c(OC)c1 do in these assays?
PMI act hi M6P: 0.9; RAM inhibit: 1.5; PMI act: 0.9; L major viab: -5; DTT redox prof: 1.0; Hsp70 activator: 0.1; Diaph act CS: 0.9; G6PDH CS: 2; Diaph inh CS: 13; TLR4 MyD88 comp: 3

What do the screens show for `Cc1ccc(-c2nc3sc4c(c3c(=O)n2N)CCCC4)cc1`?
PMI act hi M6P: 0.9; RAM inhibit: 0.7; PMI act: 1; L major viab: 0; DTT redox prof: 0.1; Hsp70 activator: 0.2; Diaph act CS: 0.9; G6PDH CS: 3; Diaph inh CS: 14; TLR4 MyD88 comp: -3

How did C=CCn1c(SCC(=O)/C(C#N)=C(\C)N)nc2sc(C)c(C)c2c1=O do in these assays?
PMI act hi M6P: 1; RAM inhibit: 5.6; PMI act: 0.9; L major viab: -1; DTT redox prof: 2.7; Hsp70 activator: 0.0; Diaph act CS: 0.8; G6PDH CS: 0; Diaph inh CS: 17; TLR4 MyD88 comp: 0

How did Cc1occc1-c1n[nH]c(=S)n1CC(C)C do in these assays?
PMI act hi M6P: 1; RAM inhibit: 0.0; PMI act: 1; L major viab: -1; DTT redox prof: 0.3; Hsp70 activator: -0.2; Diaph act CS: 0.8; G6PDH CS: 7; Diaph inh CS: 22; TLR4 MyD88 comp: 13

Results for C=CCn1c(SCc2cccc(F)c2)nc2cc(C(=O)N3CCC(C(N)=O)CC3)ccc2c1=O ?
PMI act hi M6P: 1.1; RAM inhibit: 4.0; PMI act: 1; L major viab: 3; S1P3 antag: 0; DTT redox prof: -0.2; Hsp70 activator: -0.3; Diaph act CS: 0.8; G6PDH CS: 4; Diaph inh CS: 15; TLR4 MyD88 comp: -13

What do the screens show for `N#Cc1nc(Cc2cccc3ccccc23)oc1NCCN1CCOCC1`?
PMI act hi M6P: 0.9; RAM inhibit: 0.8; PMI act: 0.9; L major viab: 72*; DTT redox prof: 0.1; Hsp70 activator: 0.7; Diaph act CS: 0.8; G6PDH CS: -8; Diaph inh CS: 19; TLR4 MyD88 comp: -6

Results for CC(C)(C)OC(=O)NNC(=S)NC1CCCCC1 ?
PMI act hi M6P: 0.9; RAM inhibit: 1.0; PMI act: 0.9; L major viab: -9; S1P3 antag: -5; DTT redox prof: -0.1; Hsp70 activator: 0.0; Diaph act CS: 0.8; G6PDH CS: -1; Diaph inh CS: 19; TLR4 MyD88 comp: -8

Results for O=C1/C(=C\c2cccnc2)SC(=S)N1C1CCS(=O)(=O)C1 (stereo not drawn) ?
PMI act hi M6P: 1; RAM inhibit: 2.5; PMI act: 1; L major viab: 73*; DTT redox prof: 8.2; Hsp70 activator: -0.2; Diaph act CS: 1; G6PDH CS: 0; Diaph inh CS: 1; TLR4 MyD88 comp: 6

What do the screens show for `CC(=O)Nc1ccccc1OCC(=O)NCCc1ccc(Cl)cc1Cl`?
PMI act hi M6P: 1.1; RAM inhibit: 0.8; PMI act: 1; L major viab: -5; S1P3 antag: 5; DTT redox prof: 0.4; Hsp70 activator: -0.4; Diaph act CS: 1; G6PDH CS: -8; Diaph inh CS: -3; TLR4 MyD88 comp: 10

Results for O=S(=O)(NCC(c1cccnc1)N1CCN(c2ccc(F)cc2)CC1)c1ccc(F)cc1 (stereo not drawn) ?
PMI act hi M6P: 0.9; RAM inhibit: 1.1; PMI act: 0.9; L major viab: 91*; S1P3 antag: -28; DTT redox prof: 0.2; Hsp70 activator: -0.3; Diaph act CS: 0.9; G6PDH CS: -22; Diaph inh CS: 6; TLR4 MyD88 comp: -13

What do the screens show for `O=C(Cn1nc(Cl)nc1Cl)Nc1ccccc1`?
PMI act hi M6P: 1; RAM inhibit: -0.3; PMI act: 1; L major viab: -5; S1P3 antag: 13; DTT redox prof: 0.5; Hsp70 activator: -0.2; Diaph act CS: 0.9; G6PDH CS: 3; Diaph inh CS: 11; TLR4 MyD88 comp: 12

What do the screens show for `Cc1ccc2nc(SCn3nnc4ccccc4c3=O)[nH]c2c1`?
PMI act hi M6P: 1; RAM inhibit: 0.8; PMI act: 0.8; L major viab: 2; S1P3 antag: 8; DTT redox prof: 0.6; Hsp70 activator: -0.2; Diaph act CS: 0.9; G6PDH CS: 1; Diaph inh CS: 7; TLR4 MyD88 comp: 1

How did CCCCNC(C(=O)Nc1cccc(S(=O)(=O)N2CCOCC2)c1)c1ccccc1 (stereo not drawn) do in these assays?
PMI act hi M6P: 1; RAM inhibit: 1.1; PMI act: 1.1; L major viab: 13; S1P3 antag: 7; DTT redox prof: -1.3; Hsp70 activator: -0.2; Diaph act CS: 1; G6PDH CS: 6; Diaph inh CS: 0; TLR4 MyD88 comp: -13

The list goes on; the last 3 above are carried over.
What do the screens show for `O=C(Cn1nc(Cl)nc1Cl)Nc1ccccc1`?
PMI act hi M6P: 1; RAM inhibit: -0.3; PMI act: 1; L major viab: -5; S1P3 antag: 13; DTT redox prof: 0.5; Hsp70 activator: -0.2; Diaph act CS: 0.9; G6PDH CS: 3; Diaph inh CS: 11; TLR4 MyD88 comp: 12

What do the screens show for `Cc1ccc2nc(SCn3nnc4ccccc4c3=O)[nH]c2c1`?
PMI act hi M6P: 1; RAM inhibit: 0.8; PMI act: 0.8; L major viab: 2; S1P3 antag: 8; DTT redox prof: 0.6; Hsp70 activator: -0.2; Diaph act CS: 0.9; G6PDH CS: 1; Diaph inh CS: 7; TLR4 MyD88 comp: 1

How did CCCCNC(C(=O)Nc1cccc(S(=O)(=O)N2CCOCC2)c1)c1ccccc1 (stereo not drawn) do in these assays?
PMI act hi M6P: 1; RAM inhibit: 1.1; PMI act: 1.1; L major viab: 13; S1P3 antag: 7; DTT redox prof: -1.3; Hsp70 activator: -0.2; Diaph act CS: 1; G6PDH CS: 6; Diaph inh CS: 0; TLR4 MyD88 comp: -13

How did C=CCC(C#Cc1ccc(C)cc1)N(CC)CC (stereo not drawn) do in these assays?
PMI act hi M6P: 1.1; RAM inhibit: 1.2; PMI act: 1.1; L major viab: -3; DTT redox prof: 0.5; Hsp70 activator: 0.2; Diaph act CS: 1; G6PDH CS: 14; Diaph inh CS: 2; TLR4 MyD88 comp: -6

Results for O=C(Cn1nnc(-c2cccs2)n1)NCc1ccco1 ?
PMI act hi M6P: 1.1; RAM inhibit: -1.0; PMI act: 1; L major viab: 3; S1P3 antag: -2; DTT redox prof: -0.5; Hsp70 activator: -0.1; Diaph act CS: 0.9; G6PDH CS: 9; Diaph inh CS: 6; TLR4 MyD88 comp: -18

Results for COc1ccc(NC(=O)Cn2c(NCC(C)O)nc3ccccc32)cc1Cl (stereo not drawn) ?
PMI act hi M6P: 1; RAM inhibit: -0.1; PMI act: 1; L major viab: -4; S1P3 antag: -16; DTT redox prof: -2.2; Hsp70 activator: 0.0; Diaph act CS: 1; G6PDH CS: 3; Diaph inh CS: 2; TLR4 MyD88 comp: -8

How did Cc1ccc(C(=O)Nc2ccc3c(c2)OCO3)cc1NC(=O)c1ccco1 do in these assays?
PMI act hi M6P: 0.9; RAM inhibit: 3.6; PMI act: 1; L major viab: 9; S1P3 antag: 1; DTT redox prof: -0.2; Hsp70 activator: -0.1; Diaph act CS: 1; G6PDH CS: 2; Diaph inh CS: 1; TLR4 MyD88 comp: -5

How did COc1ccc(CNC(=S)Nc2ccc3nc(N4CCN(C)CC4)cc(C)c3c2)cc1 do in these assays?
PMI act hi M6P: 0.9; RAM inhibit: -1.7; PMI act: 1; L major viab: 19; S1P3 antag: -7; DTT redox prof: -2.5; Hsp70 activator: 0.2; Diaph act CS: 1.1; G6PDH CS: -2; Diaph inh CS: -12; TLR4 MyD88 comp: -12

How did O=C(NCc1nc2ccccc2[nH]1)C1=C[C@@H](c2ccccc2)C[C@@H](OCCCCO)O1 do in these assays?
PMI act hi M6P: 0.9; RAM inhibit: 1.1; PMI act: 0.9; L major viab: 15; S1P3 antag: -22; DTT redox prof: -1.3; Hsp70 activator: -0.1; Diaph act CS: 0.9; G6PDH CS: 7; Diaph inh CS: 14; TLR4 MyD88 comp: 5

What do the screens show for `Cc1ccccc1NC(=O)c1ccc(-n2cncn2)nc1`?
PMI act hi M6P: 0.9; RAM inhibit: 2.3; PMI act: 0.9; L major viab: -4; DTT redox prof: -2.5; Hsp70 activator: -0.3; Diaph act CS: 1; G6PDH CS: 18; Diaph inh CS: 3; TLR4 MyD88 comp: -2

Results for c1ccc(Cn2c(Sc3nnnn3-c3ccccc3)nnc2-c2ccccc2)cc1 ?
PMI act hi M6P: 0.9; RAM inhibit: 2.0; PMI act: 0.9; L major viab: 9; S1P3 antag: 11; DTT redox prof: 2.3; Hsp70 activator: -0.2; Diaph act CS: 0.9; G6PDH CS: 8; Diaph inh CS: 12; TLR4 MyD88 comp: -11

How did Cc1cccc(C(=O)O/N=C2\CCCc3ccccc32)c1 do in these assays?
PMI act hi M6P: 1; RAM inhibit: 3.6; PMI act: 1; L major viab: -3; DTT redox prof: 1.3; Hsp70 activator: -0.1; Diaph act CS: 0.9; G6PDH CS: 15; Diaph inh CS: 11; TLR4 MyD88 comp: -5
